Assay outcomes: PubChem, The Scripps Research Institute Molecular Screening Center
MITF primary = MITF inhibitors, primary screen, biochemical, AlphaScreen, human | Microphthalmia-associated transcription factor (Homo sapiens), O75030 | AlphaScreen MITF homodimerization, bead proximity signal | inhibition, % at 2.6 µM | hit rate 0.91% among 650,000; in the data active = inhibition above about 50%;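 also: 0% = vehicle wells with protein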
TEAD-YAP block = TEAD-YAP interaction inhibition, primary screen, TEAD-YAP interaction inhibitor project, luminescence, HEK-TIYL cells; TEAD-Gal4/YAP UAS-luciferase luminescence; hit rate 1.4% among 640,000; AID 1259422, 2018; inhibition, % at 9.12 µM; in the data active = inhibition above about 32%;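 also: 0% = median of test compound wells and 100% = reference inhibitor wells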
FBW7 activator = FBW7 E3 ligase activators, primary screen, biochemical, AlphaScreen, human. F-box/WD repeat-containing protein 7 (Homo sapiens), Q969H0. AlphaScreen FBW7–phospho-cyclin E peptide binding, activator screen. normalized activity (activation), % at 26.1 µM. hit rate 0.13% among 650,000; in the data active = normalized activity above about 1.9%;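 also: purified mutant Fbw7 with reduced substrate affinity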
Target sequence (Q969H0 whole entry, looked up): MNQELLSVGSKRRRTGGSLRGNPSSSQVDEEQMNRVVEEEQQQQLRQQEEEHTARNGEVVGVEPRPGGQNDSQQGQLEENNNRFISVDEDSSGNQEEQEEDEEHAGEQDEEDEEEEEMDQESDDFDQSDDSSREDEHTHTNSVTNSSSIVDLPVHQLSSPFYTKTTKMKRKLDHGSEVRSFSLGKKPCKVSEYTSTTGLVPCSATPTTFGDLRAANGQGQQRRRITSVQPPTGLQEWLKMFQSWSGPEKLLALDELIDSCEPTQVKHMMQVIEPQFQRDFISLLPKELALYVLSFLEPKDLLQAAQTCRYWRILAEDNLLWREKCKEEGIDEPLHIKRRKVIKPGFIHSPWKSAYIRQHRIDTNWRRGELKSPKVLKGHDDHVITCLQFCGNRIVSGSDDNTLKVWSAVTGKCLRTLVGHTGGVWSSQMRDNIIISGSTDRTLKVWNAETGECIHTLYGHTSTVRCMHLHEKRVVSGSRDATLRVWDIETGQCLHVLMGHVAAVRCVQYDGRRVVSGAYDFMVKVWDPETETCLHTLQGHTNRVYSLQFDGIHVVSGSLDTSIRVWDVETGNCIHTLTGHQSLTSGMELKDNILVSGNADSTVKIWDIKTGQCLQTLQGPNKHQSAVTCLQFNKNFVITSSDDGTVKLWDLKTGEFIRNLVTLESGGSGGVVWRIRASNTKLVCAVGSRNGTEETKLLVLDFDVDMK
GPR151 ag = activators of human GPR151, primary screen, cell-based, PathHunter beta-arrestin, luminescence. G-protein coupled receptor 151 (Homo sapiens), Q8TDV0. PathHunter beta-arrestin GPR151 cells. activation, % at 11.2 µM. hit rate 1% among 650,000; in the data active = activation above about 4.9%;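 also: 0% = median of compound wells and 100% = cells with positive control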
Active calls of the source: *; x = no result given.

SMILES	MITF primary	TEAD-YAP block	FBW7 activator	GPR151 ag
NCCOB(c1ccccc1)c1ccccc1	-7	x	0.0	1.2
COc1ccccc1C1CC(c2ccccc2)Nc2nc(N)nn21 (stereo not given)	0	-10	-0.1	0.5
Cc1nc(NC(=S)NC(=O)c2ccccc2)ccc1Br	18	-15	0.6	-1.2
COCCn1c(-c2ccc(OC)cc2)cnc1N	17	8	-1.0	-0.2
COc1ccc(OC)c2c1C1c3ccccc3C2c2ccccc21	9	13	0.3	-0.4
CCCCOc1ccc(C2=N/C(=C\c3ccc(Br)cc3)C(=O)N2c2ccc(C)cc2C)cc1	-3	2	0.2	0.1
OCc1cnn(-c2ccnc(Nc3ccc(N4CCOCC4)cc3)c2)c1	7	1	0.3	-2.4
CC(C)c1ccc(NC(=O)C2C3C=CC4(O3)C2C(=O)N(CC2CCCO2)C4C(=O)NC2CCCCC2C)cc1 (stereo not given)	-4	-3	-0.1	-1.8
COc1ccccc1CCc1nnc(CCC(=O)NCc2ccc(Cl)cc2)o1	-1	0	0.1	0.0
COc1ccc(CN2CCN(C(C)C)C(CCO)C2)cc1Cn1cncn1 (stereo not given)	-3	1	-0.1	-0.3
C(=N\c1nc2ccccc2n1CCN1CCCC1)/c1ccc2c(c1)OCO2	16	-12	0.0	-1.1
CC1=C(C#N)C(=O)NC(=O)/C1=C\c1ccc(-c2ccc([N+](=O)[O-])cc2Br)o1	-6	-2	0.0	-0.1
COc1cc(CN2CCC(Cn3c(C)nc4ccccc43)CC2)cc(OC)c1	59*	9	-0.3	-0.4
N#Cc1ccccc1OCC(=O)NC(=O)NC1CCCC1	-2	62*	-0.1	-6.4
Cc1cc(-c2ccccc2)c2c(N)c(C(=O)Nc3ccccc3)sc2n1	4	-11	0.1	-0.5
O=C(CSc1ccc2ccccc2c1)Nc1cccc(C(F)(F)F)c1	-2	2	-0.1	1.0
COc1ccccc1N1C(=O)C2C(c3cccc(OC)c3O)NC(CC(C)C)(C(=O)O)C2C1=O (stereo not given)	-3	-21	-0.1	-1.2
CCOC(=O)CC1C(=O)NCCN1C(=O)Nc1ccccc1 (stereo not given)	-1	-6	-0.1	0.5
CCCCN(c1ccccc1)c1ncnc2c1cnn2-c1ccc(Cl)cc1	9	29	0.0	0.4
O=C(Cc1ccccc1)Nc1ccc(-c2nc3cc4ccccc4cc3[nH]2)cc1	0	-65	0.4	1.4
Cc1nc(N(C)c2ccc(C(C)C)cc2)c2c(C)c(C(=O)N3CCN(c4cccc(Cl)c4)CC3)sc2n1	-37	7	-0.2	0.2
COc1c(Cl)cc(-c2noc(C)c2C(=O)NC(C)C)cc1Cl	10	4	-0.1	4.1
Cc1cc(Cl)ccc1NC(=O)C1CC(=O)NC(Nc2nc3ccccc3s2)=N1 (stereo not given)	7	-5	-0.1	-0.4
COc1cccc(CN2CCc3cc(OC)c(OC)cc3C2)c1	21	6	0.8	0.0
CC(C)CNC(=O)C(=O)NCC1OCCCN1S(=O)(=O)c1cc(F)ccc1F (stereo not given)	-13	-4	0.4	-2.7
Next part
SMILES	MITF primary	TEAD-YAP block	FBW7 activator	GPR151 ag
Cc1sc(NC(=O)c2ccc3c(c2)OCO3)nc1-c1ccc2c(c1)CCN2C(=O)C1CC1	-1	-4	-0.1	0.7
COc1ccc(NC(=O)CN2CCN(S(=O)(=O)c3cc(Cl)ccc3Cl)CC2)c(OC)c1	-22	-4	0.0	-0.4
Cc1cc(C)c(S(=O)(=O)Nc2ccc(F)cc2F)c(C)c1	9	4	0.1	0.7
CS(=O)(=O)c1ccc(N2CCOCC2)cc1	8	-15	0.7	1.7
CS(=O)(=O)c1ncc(Cl)c(C(=O)C(C#N)c2nc3ccccc3c(=O)[nH]2)n1 (stereo not given)	3	2	-0.3	0.9
COc1ccc(CC(=O)Nc2cccc(NC(=O)Cc3ccc(OC)cc3)c2)cc1	-37	2	0.2	-0.8
N/C(=N\OC(=O)c1ccccc1)c1ccc(Cn2cc(C(F)(F)F)ccc2=O)cc1	54*	2	0.1	0.1
COc1ccc(OC)c(N/C(=N\c2nc(C)cc(C)n2)NC(=O)Nc2ccc(Cl)c(Cl)c2)c1	10	2	-0.2	1.4
COc1ccc(C2(C(=O)NCCn3cc(C(=O)N4CCN(C)CC4)nn3)CCCC2)cc1	2	0	0.0	0.0
O=C(NNC(=O)c1ccc(O)cc1O)c1cccc(Cl)c1	-33	-14	0.1	-2.8
COc1ccc(CSc2nc3sc4c(c3c(=O)n2-c2ccccc2)CCC(C)C4)cc1 (stereo not given)	-4	-4	-0.1	0.9
CCCS(=O)(=O)Nc1ccc2c(c1)CCC(=O)N2Cc1ccccc1	8	-4	-0.1	1.1
COc1ccc(C(N)c2ccncc2)cc1 (stereo not given)	8	0	0.1	0.8
Ic1ccc2ncnc(NCCc3ccccc3)c2c1	1	33*	0.0	0.0
Cc1nc(N2C(=O)C(=O)/C(=C(/O)c3ccccc3)C2c2cccs2)sc1C (stereo not given)	14	4	0.0	-0.5
Cc1ccccc1C(=O)NC(=S)Nc1ccc(S(=O)(=O)Nc2nccs2)cc1	-4	6	-0.1	-2.1
OC(CNCc1ccc(-c2ccccc2)cc1)c1ccccc1 (stereo not given)	3	3	0.1	-1.1
NC(=O)c1ccc[n+](CC(=O)c2cccs2)c1	14	12	0.6	0.0
O=C(NCc1ccc2c(c1)OCO2)c1ccc(-n2c(=S)[nH]c3ccccc3c2=O)cc1	1	-7	0.6	-0.6
CCn1nc(C(=O)OCC(N)=O)c2ccccc2c1=O	15	8	0.8	0.6
Cc1cnc(NC(=O)CSc2nnc(-c3ccc(Br)cc3)n2C)s1	7	-8	0.9	-0.3
CCOC(=O)C1=C(C)N=c2s/c(=C\c3ccc(OC)c(I)c3)c(=O)n2C1c1ccc2c(c1)OCO2 (stereo not given)	-6	1	0.0	0.8
CN(C(=O)c1ccc(F)cc1)c1ccccc1	4	-7	0.8	2.1
O=C(/C=C/c1ccccc1)Nc1ccc(S(=O)(=O)N2CCCCC2c2cccnc2)cc1 (stereo not given)	15	-6	-0.2	-1.0
Cc1cc(Cl)ccc1OC(C)C(=O)Nc1nc(C)c(C)s1 (stereo not given)	10	-14	0.0	1.7
Continuation.
SMILES	MITF primary	TEAD-YAP block	FBW7 activator	GPR151 ag
O=c1oc2cc(OCc3cccc(Cl)c3)ccc2c2c1CCCC2	-9	-5	-0.1	0.7
Cc1csc(C(C)N(C)C(=O)CCc2nnc(CCc3ccccc3)o2)n1 (stereo not given)	0	7	0.0	2.2
O=C1CN(C(=O)CN2CCCC2)C(c2ccccc2)c2cc(Br)ccc2N1 (stereo not given)	15	-3	0.3	0.1
Cc1cc(NCc2ccccc2)nc(Nc2ccc(-n3ccnc3)cc2)n1	-2	35*	-0.1	1.2
C/C(=N\NC(=O)c1cccc(I)c1)c1ccccc1	1	-4	0.0	-0.4
CCN1CCN(C(=O)c2ccc([N+](=O)[O-])cc2Cl)CC1	18	7	0.3	-0.8
O=C(COc1ccccc1F)Nc1cc(-c2ccccc2)nn1CCO	-3	-10	-0.1	0.3
O=C1CCCN1CCn1cnc2c(NC3CC3)nc(N3CCOCC3)nc21	10	7	0.4	-0.5
CCOC(=O)C1CCN(C(=O)COC(=O)Cc2ccsc2)CC1	9	6	0.0	0.2
COc1cccc(NC(=O)NCCc2ccccc2OC)c1	-2	-3	0.0	0.7
C#CCN1C(=O)S/C(=C/c2cc(OC)c(OC)cc2[N+](=O)[O-])C1=O	-4	7	-0.7	-1.7
Cc1ccc(C(=O)N/C(=C/c2cccnc2)c2nc3ccccc3[nH]2)cc1	8	0	0.7	-1.5
O=C(O)CCNC(=O)/C(=C/c1ccco1)NC(=O)/C=C/c1ccccc1	12	-4	-0.2	0.2
O=C(c1cccs1)N1CCCC(c2nc3c(nnn3Cc3ccccc3)c(=O)[nH]2)C1 (stereo not given)	-2	7	-0.1	0.1
O=C(Nc1cccc(NC(=O)c2ccccc2Cl)c1)c1cc2ccccc2o1	-12	-31	-0.1	-0.1
Cc1ccc(NC(=O)COC(=O)CCc2nc3ccccc3c(=O)[nH]2)c([N+](=O)[O-])c1	10	12	-0.2	0.1
CC(=O)Nc1ccc(Nc2ncnc3c2c(-c2ccccc2)cn3-c2ccc(C)cc2)cc1	15	-9	0.8	-1.0
COc1ccc(-c2cccc(C(=O)NCCN3CCOCC3)c2)cn1	-13	-5	0.0	-0.3
Cn1cccc1CNC(=S)Nc1ccccc1F	3	5	0.0	-0.3
Cn1cc(CCCC(=O)NC2CCCC2)c2ccccc21	10	9	0.4	1.2
CC(C)NC(=O)CSc1nc2ccccc2n1CC(=O)N(C(C)C)C(C)C	2	11	-0.1	1.0
COC(=O)c1cc(C(=O)OC)cc(N2C(=O)CSC2c2c(F)cccc2Cl)c1 (stereo not given)	2	-9	-0.1	0.3
O=C(CSc1cn(CCNC(=O)c2ccccc2F)c2ccccc12)NCc1ccccc1	10	6	0.2	-0.1
CCC(Oc1ccccc1)C(=O)O/N=C(\N)c1ccc(C)cc1 (stereo not given)	-11	-8	0.1	-0.5
COc1ccc(N2CC(NC(=O)Nc3ccc(C(N)=O)cc3)CC2=O)cc1OC (stereo not given)	11	-6	0.2	-0.9
Additional records follow.
SMILES	MITF primary	TEAD-YAP block	FBW7 activator	GPR151 ag
COc1ccc(NC(=O)CSc2nc(-c3ccc(C)cc3)cn2-c2ccc(OC)cc2)cc1	-3	-11	-0.1	0.9
O=[N+]([O-])C(/C(Cl)=C(/Cl)N1CCOCC1)=C1\NCCO1	-2	1	0.0	-1.1
CCOc1ccc(NC(=O)CSC2=C(C#N)C(c3ccco3)C(C(=O)Nc3ccc(Cl)cc3)=C(C)N2)cc1 (stereo not given)	-9	23	-0.8	-0.2
CN1CCN(C(c2ccccc2)c2nnnn2Cc2ccc(F)cc2)CC1 (stereo not given)	-10	-15	-0.1	0.7
N#C/C(=C\c1ccc(-c2ccccc2C(=O)O)o1)c1nn(CCO)c(N)c1C#N	44	7	-0.2	-1.4
CCN(CC)CCN=CC1=C(O)CC(C)(C)CC1=O	5	6	0.2	0.1
COC(=O)c1ccccc1NS(=O)(=O)c1ccc(OC)c(Br)c1	2	7	0.7	0.1
CC(=O)c1c(C)[nH]c(C(=O)NCc2ccccn2)c1C	2	-18	0.0	-0.2
COc1ccc(C(C)=O)cc1CSc1nc2ccccc2s1	10	-3	0.0	1.1
O=C(NCCNC(=O)c1cccc(F)c1)c1ccc(NC(=O)C2CC2)cc1	23	-7	0.5	-0.7
Nc1cc(=O)[nH]c2nnc(SCC(=O)Nc3ccccc3)n12	-7	6	0.1	0.3
Cc1cc(N(C(=O)C23CCC(CC2)C3)C(=O)C23CCC(CC2)C3)n[nH]1	9	14	0.5	3.3
CCc1cc2cc3c(cc2n2c(=O)n(CC(=O)N(CC)CC)nc12)OCO3	-1	-14	0.0	-0.5
Cc1cc(OCC(=O)NCCO)ccc1Cl	-1	-2	-0.1	0.4
CCOC(CNC(=O)c1ccc2c(c1)ncn2-c1ccc(F)c(F)c1)OCC	12	-4	-0.1	-0.1
O=C(Oc1ccc2c(=O)c(Oc3ccccc3Br)coc2c1)N1CCOCC1	1	12	0.2	-1.1
COc1ccc(C(CC(=O)Nc2ccc(F)cc2)N2Cc3ccccc3C2=O)cc1 (stereo not given)	11	4	0.5	-0.4
CC(C)(C)c1ccc(-c2nnc(NC(=O)c3ccccc3Br)s2)cc1	11	5	0.0	0.9
Cc1c(C#N)c(N)n(C2CCCCC2)c1C	4	-3	0.0	1.1

16 entries from above, in CSV form.
canonical_smiles,MITF primary,TEAD-YAP block,FBW7 activator,GPR151 ag
CN1CCN(C(c2ccccc2)c2nnnn2Cc2ccc(F)cc2)CC1 (stereo not given),-10,-15,-0.1,0.7
N#C/C(=C\c1ccc(-c2ccccc2C(=O)O)o1)c1nn(CCO)c(N)c1C#N,44,7,-0.2,-1.4
CCN(CC)CCN=CC1=C(O)CC(C)(C)CC1=O,5,6,0.2,0.1
COC(=O)c1ccccc1NS(=O)(=O)c1ccc(OC)c(Br)c1,2,7,0.7,0.1
CC(=O)c1c(C)[nH]c(C(=O)NCc2ccccn2)c1C,2,-18,0.0,-0.2
COc1ccc(C(C)=O)cc1CSc1nc2ccccc2s1,10,-3,0.0,1.1
O=C(NCCNC(=O)c1cccc(F)c1)c1ccc(NC(=O)C2CC2)cc1,23,-7,0.5,-0.7
Nc1cc(=O)[nH]c2nnc(SCC(=O)Nc3ccccc3)n12,-7,6,0.1,0.3
Cc1cc(N(C(=O)C23CCC(CC2)C3)C(=O)C23CCC(CC2)C3)n[nH]1,9,14,0.5,3.3
CCc1cc2cc3c(cc2n2c(=O)n(CC(=O)N(CC)CC)nc12)OCO3,-1,-14,0.0,-0.5
Cc1cc(OCC(=O)NCCO)ccc1Cl,-1,-2,-0.1,0.4
CCOC(CNC(=O)c1ccc2c(c1)ncn2-c1ccc(F)c(F)c1)OCC,12,-4,-0.1,-0.1
O=C(Oc1ccc2c(=O)c(Oc3ccccc3Br)coc2c1)N1CCOCC1,1,12,0.2,-1.1
COc1ccc(C(CC(=O)Nc2ccc(F)cc2)N2Cc3ccccc3C2=O)cc1 (stereo not given),11,4,0.5,-0.4
CC(C)(C)c1ccc(-c2nnc(NC(=O)c3ccccc3Br)s2)cc1,11,5,0.0,0.9
Cc1c(C#N)c(N)n(C2CCCCC2)c1C,4,-3,0.0,1.1
